aDG glyco up: increases alpha dystroglycan glycosylation; Pro5-aDG cells, alpha-DG glycosylation AlphaScreen (IIH6); 0% Pro5, 100% B10-LARGE cell signal; activation, % at 10 µM; 360,000 compounds, 0.22% hits; AID 624168;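 active = activation of at least 8% versus controls, or a plate z-score of at least 8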;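 also: Pro5 are CHO cells carrying HIG-tagged alpha-DG that lacks glycosylation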
hiPSC survival: increases survival of single human iPS cells. hiPSC single-cell survival, ATPlite luminescence; 100% = ROCK inhibitor wells, 0% = DMSO. survival enhancement, % at 20 µM. 360,000 compounds, 0.044% hits; in the data active = survival enhancement above about 18%;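 also: cells exposed to compounds for 16 hours before the ATP read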
PDI inh: PDI (human) enzyme inhibition; AID 588391; 350,000 compounds, 0.052% hits; PDI insulin aggregation turbidity, A650, 90 min; inhibition, % at 10 µM;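 active = mean inhibition across replicates of 30% or more, whatever share of single replicates reach that level; inconclusive = mean inhibition below 30% while every single replicate reaches 30%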;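 also: absorbance from insulin aggregation driven by PDI reduction with DTT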
Vif imaging: HIV Vif inhibition | inhibition, % at 7.49 µM | HEK293T cells, Vif self-association by quenched fluorescence, imaging, 24 h | 340,000 compounds, 0.35% hits; in the data active = inhibition above about 50%, passing the limit was not always enough; inconclusive = no clear call, values can overlap the other calls; inactive = below about 31%; also: some results filed as inactive read as strong as hits
CaV13 FRET inh: Primary screen for inhibitors of IQ motif and Ca2+-dependent inactivation inhibitor domain binding in CACNA1D, Förster resonance energy transfer in living cells, …; inhibition, % at 12.3 µM; 340,000 compounds, 0.098% hits; HEK cells, CFP/YFP FRET ICDI-IQ, plate reader, 10 min; percent FRET-ratio fall versus neutral wells; AID 743397;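 active = mean replicate inhibition of at least 30% and at least 1% of replicates passing that level; inconclusive = only one of the two criteria is met; inactive = neither criterion is met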;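 also: 0% = median of the neutral control wells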
H9c2 protect: myocardial damage modulation in H9c2 cells. H9c2 cardiomyocytes, H2O2 injury protection, ATPLite, 2 h. protection from H2O2 cell death, % at 20 µM. 360,000 compounds, 0.63% hits;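 active = compounds giving at least 50% protection of heart cells from peroxide-induced death in the single-dose screen, raw or plate-pattern-corrected value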;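 also: 0% = DMSO wells with peroxide and 100% = DMSO wells without peroxide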
Glyco luc inh: blocks N-linked glycosylation in D54 reporter cells. D54 ERlucT glycosylation luciferase reporter, 24 h; percent of 100 nM tunicamycin response. reporter increase, % at 12.5 µM. 360,000 compounds, 0.23% hits. AID 588692;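 active = mean luciferase reporter signal, scaled so untreated is 0 and the glycosylation-blocking control 100, at or above a set limit in every replicate; inconclusive = mean reaches the limit but not every replicate does; inactive = mean below the limit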;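 also: luciferase carries N-glycosylation sites so blocking glycosylation raises the light; 0% = median of neutral control wells and 100% = median of 100 nM tunicamycin wells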
m5-HT2A agonist: mouse HTR2A agonism via beta-arrestin recruitment; activation, % at 7.6 µM; CHO-K1 mHTR2A beta-arrestin complementation, luminescence; percent of 30 µM serotonin response; 360,000 compounds, 0.66% hits; P35363; AID 624169;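 active = activation above a run cutoff, the mean activation of all tested compounds plus 3 SD, cut at about 14% in these data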;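 also: 0% = plate median of compound wells and 100% = 30 µM serotonin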
ABCB6 inh 2: inhibitors of human ABC transporter ABCB6. K562-ABCB6 porphyrin accumulation, flow cytometry, 1 h; hits give low values. fluorescence ratio to DMSO, % at 10 µM. 360,000 compounds, 0.19% hits;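 active = fluorescence ratio to DMSO below 75%, the collection mean minus 3 SD; inconclusive = too few cells collected in the well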;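 also: signal is porphyrin accumulated inside mitochondria; 100% equals median channel fluorescence of DMSO control wells; lower ratio means ABCB6 inhibition with less porphyrin fluorescence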
Target sequence (Q9NP58 whole entry, looked up): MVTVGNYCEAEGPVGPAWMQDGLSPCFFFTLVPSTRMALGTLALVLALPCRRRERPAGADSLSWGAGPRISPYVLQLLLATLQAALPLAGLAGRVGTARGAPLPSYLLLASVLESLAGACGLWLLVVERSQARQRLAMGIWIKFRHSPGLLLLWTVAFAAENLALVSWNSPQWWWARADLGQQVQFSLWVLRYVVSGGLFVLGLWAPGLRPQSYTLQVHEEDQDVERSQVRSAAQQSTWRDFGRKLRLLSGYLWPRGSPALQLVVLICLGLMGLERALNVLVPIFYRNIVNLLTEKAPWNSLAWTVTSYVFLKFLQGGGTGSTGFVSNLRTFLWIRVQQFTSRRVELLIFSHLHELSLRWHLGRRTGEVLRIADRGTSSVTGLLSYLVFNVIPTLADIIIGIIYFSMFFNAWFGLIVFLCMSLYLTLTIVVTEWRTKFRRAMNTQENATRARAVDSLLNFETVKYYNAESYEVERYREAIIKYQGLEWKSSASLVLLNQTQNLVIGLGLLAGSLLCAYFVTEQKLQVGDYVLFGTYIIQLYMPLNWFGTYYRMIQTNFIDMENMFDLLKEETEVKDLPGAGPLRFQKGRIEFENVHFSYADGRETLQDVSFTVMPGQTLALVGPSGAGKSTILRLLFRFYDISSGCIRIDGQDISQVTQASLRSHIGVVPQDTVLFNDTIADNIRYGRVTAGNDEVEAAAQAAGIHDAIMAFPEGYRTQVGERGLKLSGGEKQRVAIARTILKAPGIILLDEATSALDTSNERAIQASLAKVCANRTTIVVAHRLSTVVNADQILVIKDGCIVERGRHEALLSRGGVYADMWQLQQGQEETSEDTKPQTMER
Exocytosis inh: blocks lytic granule exocytosis | 360,000 compounds, 0.66% hits | inhibition, % at 10 µM | TALL-104 LAMP-1 surface exposure, flow cytometry; cells stimulated with thapsigargin and PMA | AID 651702;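 active = inhibition above about 55%, limit read from the data; inconclusive = no clear call, values can overlap the other calls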
Active calls of the source: *; ? = inconclusive; nt = no result given; & = joins results of further samples.

SMILES | aDG glyco up | hiPSC survival | PDI inh | Vif imaging | CaV13 FRET inh | H9c2 protect | Glyco luc inh | m5-HT2A agonist | ABCB6 inh 2 | Exocytosis inh
Cc1ccc(C(=O)Nc2cccc(C(F)(F)F)c2)cc1NC(=O)c1cnnc2ccccc12 | 0.1&0.1 | -0.6&-0.2 | 3&-3 | -6 | -3&-3 | 12&3 | -4&-6 | 3&0 | 97&99 | -2&-1
O=C(OCC1CC(c2ccccc2)=NO1)c1ccc(Cl)cc1 (centres undefined) | -0.2 | 2.2 | -3 | 10 | -8 | -8 | 0 | 1 | 95 | 4
Cn1ccc2c([N+](=O)[O-])cccc2c1=O | 0.2 | 0.3 | 1 | 7 | 5 | 2 | 9 | 4 | 103 | -5
CCCC(=O)NC(=S)Nc1cccc(NC(=O)c2ccc(Cl)cc2Cl)c1 | -0.2 | -1.7 | -1 | -4 | nt | -4 | 0 | 5 | 100 | -1
O=C(CCC(F)(F)F)N1CCCC(CO)(CCc2ccccc2)C1 (centres undefined) | 0.0 | 0.4 | -5 | 10 | -19 | 1 | 0 | -1 | 101 | 3
O=C(CC(=O)NN=C1CCCC1)NCCc1ccccc1 | -0.3 | -0.3 | -8 | 1 | -5 | 0 | 2 | 6 | 95 | -2
COc1ccc(Br)cc1CNC(=O)C1CCN(S(=O)(=O)N2CCC(C)CC2)CC1 | 0.0 | -1.6 | -6 | -3 | -5 | -6 | -1 | -2 | 94 | 6
CC(C)CCn1nnnc1C(c1ccccc1)N1CCN(C)CC1 (centres undefined) | -0.1 | 2.4 | 1 | 11 | -2 | 5 | 1 | -4 | 92 | 5
COc1ccccc1NS(=O)(=O)c1cc(C(=O)N2CCN(C(=O)c3ccco3)CC2)ccc1F | 0.0 | -2.8 | 17 | -2 | -6 | 30 | 0 | 3 | 95 | 30
CCSc1cc(C)nc2c(-c3ccc(Cl)cc3)c(C)nn12 | 0.6 | -0.3 | -1 | 4 | -7 | -2 | 3 | -2 | 99 | 1
C=CCn1c(SCC(C)=O)nc2scc(-c3ccco3)c2c1=O | 0.0 | 0.3 | -5 | 20 | -3 | 2 | 1 | 1 | 101 | -1
COc1ccccc1N(C)S(=O)(=O)c1ccc(C(=O)NCc2ccc3c(c2)OCO3)cc1 | -0.4 | 1.3 | -2 | 3 | -4 | 10 | -3 | -7 | 94 | -1
O=Nc1ccc(NOC(=O)c2ccccc2Br)cc1 | 0.1 | 0.1 | -6 | 1 | -5 | -3 | -4 | -1 | 96 | 4
O=C(NC1CCCC1)c1ccc2nc(-c3ccco3)c(-c3ccco3)nc2c1 | -0.3 | 2.8 | 0 | -6 | nt | 20 | 0 | -3 | 96 | -2
COCCCNC(=O)COc1cc2c(c3oc(=O)c(C)c(C)c13)CCC(C)(C)O2 | 0.0 | -0.6 | -2 | 34 | -3 | 7 | 0 | 2 | 100 | -7
CS(=O)(=O)N1CCN(C(=O)c2cc(-c3ccncc3)nc3ccc(Cl)cc23)CC1 | -0.6 | -1.6 | 0 | -1 | -6 | 35 | 2 | 5 | 99 | ?
COC(=O)C[C@H]1C[C@H]2c3cc(NC(=O)C4CCOCC4)ccc3O[C@H]2[C@@H](CO)O1 | -0.1 | 1.8 | -1 | 1 | -5 | 0 | 3 | -3 | 96 | 7
N#Cc1ccc(-n2nccc2-c2cnc3n(c2=O)CCS3)cc1 | 2.3 | 1.8 | -13 | nt | -5 | 0 | 3 | 0 | 98 | -3
Cc1ccc(S(=O)(=O)N(CC(=O)Nc2cccc([N+](=O)[O-])c2)Cc2ccc(Cl)cc2)cc1 | 1.6 | 1.4 | -5 | 6 | -5 | -11 | -4 | -10 | 91 | 0
O=C(Nc1ccc(OC(F)F)c(Cl)c1)c1cccc(OC(F)F)c1 | 1.1 | -1.4 | 1 | -11 | nt | -14 | -7 | 1 | 97 | -1
Cc1ccc(NCc2nnc(SCC(=O)N3CCCCC3)n2CC2CCCO2)c(C)c1 (centres undefined) | 0.1 | -4.1 | 15 | 6 | -6 | 3 | 0 | -1 | 101 | -1
Cc1c(C(=O)N2CCCCC2)c(S(=O)(=O)NCCc2ccc(S(N)(=O)=O)cc2)c(C)n1C | 0.7 | -0.3 | -2 | 8 | -16 | 1 | 1 | 0 | 96 | 0
CN(C[C@H](Cc1ccccc1)N(C[C@@H](Cc1cccc2ccccc12)N(CCc1ccccc1)N=O)N=O)N=O | -0.2 | -2.4 | 3 | 0 | -11 | -2 | -3 | -1 | 96 | 1
COc1ccc(C)cc1S(=O)(=O)Nc1cc2c3c(c1)CC(=O)N3CCC2 | -0.5 | 0.3 | 26 | 5 | -9 | 8 | 4 | 3 | 102 | 1
COc1ccc(S(=O)(=O)N2CCC(C(=O)NCc3ccncc3)CC2)cc1Cl | 0.1 | 0.3 | 9 | -7 | -3 | 0 | 1 | 2 | 96 | 0
O=C1c2ccccc2NC2(CCCC2)N1NS(=O)(=O)c1ccccc1 | -0.1 | -0.6 | 12 | -6 | -5 | 10 | 4 | 1 | 88 | 1
CN1CCN(CCCNC(=O)c2ccc(Cn3c(=S)[nH]c4ccc(Br)cc4c3=O)cc2)CC1 | 0.1 | -0.3 | -1 | -1 | -5 | 0 | -1 | -3 | 100 | -1
Cc1ccc2oc(=O)c(/C=C(\O)c3cccs3)nc2c1 | 0.2 | -0.8 | 3 | 89* | -37 | 3 | -1 | -3 | 107 | -6
COCc1[nH]c(=S)[nH]c(=O)c1C | -0.1 | -0.7 | 2 | 7 | -5 | 8 | 0 | 8 | 98 | -4
Cc1cccc(C)c1OCc1cc(C(=O)N(C)CCc2ccccn2)no1 | -0.3 | -0.1 | 4 | -5 | -6 | 2 | 0 | 2 | 99 | -2
Cc1cc(Cc2cc(C)c(O)c(CO)c2)cc(CO)c1O | -0.1 | -0.1 | -2 | -2 | -6 | 1 | 6 | -3 | 97 | 0
CCCCCCCCCCC[N+](C)(C)CC/C=C1/c2ccccc2Sc2ccc(Cl)cc21 | 0.1 | 1.4 | 1 | -3 | nt | -20 | 6 | -1 | 92 | -9
CC(C)NCC(O)COc1cccc2[nH]ccc12 (centres undefined) | -0.2 | 2.2 | 3 | -6 | nt | -3 | 1 | -12 | 105 | 4
CCCCNC(=O)Nc1nnc(C(C)(C)C)s1 | 0.1 | -0.5 | 6 | 10 | -12 | 2 | 0 | 0 | 94 | -10
O=C(Cc1ccc(S(=O)(=O)N2CCOCC2)s1)Nc1ccccc1Br | -0.1 | -0.5 | -9 | nt | -2 | -2 | -1 | -3 | 103 | -3
CN(C)CC[n+]1ccc(C(=O)c2ccccc2)cc1 | 0.1 | 1.1 | -15 | 22 | 21 | -1 | 2 | 1 | 100 | -2
CC(/C=N\NC(=O)CN1CCN(S(=O)(=O)c2ccc(C)cc2)CC1)=C\c1ccccc1 | 0.4 | 0.4 | 2 | 3 | -4 | -7 | 0 | -8 | 98 | -1
C#CCOCCOCCOCCNc1nc(N2CCN(C(=O)CCCCCCCCCCNC(=O)[C@@H](CCC(=O)O)n3cc(CCCCCN)nn3)CC2)nc(N2CCN(C(=O)CCCCCCCCCCNC(=O)[C@H]([C@@H](C)CC)n3cc(CCCCCN)nn3)CC2)n1 | 0.0 | -0.5 | 4 | 0 | nt | -1 | 0 | 2 | 103 | 17
Cc1ccc(S(=O)(=O)NCC(=O)NCc2cc(=O)n(C)c(=O)n2C)cc1C | -0.3 | 0.1 | -1 | 4 | -3 | -4 | 0 | 1 | 104 | -12
COCCN(C(=O)Cn1nnc2ccccc21)C(C(=O)NC1CCCCC1)c1ccc(OC)cc1OC (centres undefined) | 0.1 | -1.6 | -20 | 4 | nt | 0 | 0 | 5 | 95 | 1
Cc1cccc(-c2ocnc2C(=O)Nc2ccccc2NC(=O)c2ccccn2)c1 | 0.6 | 0.0 | -16 | -14 | -8 | -4 | 2 | -4 | 95 | 31
O=C(c1nc2ncccn2n1)N1CCN(c2ccccc2)CC1 | 0.5 | 1.0 | -6 | 6 | nt | 6 | 0 | -1 | 102 | -1
Cc1cccc(NC(=O)c2nc[nH]c2C(=O)N[C@@H](C)c2ccccc2)c1 | 0.0 | 1.2 | -4 | -15 | -5 | 12 | 2 | 1 | 98 | -6
CCc1nccn1CCC(=O)N1CCCC(N2CCN(c3ccccc3C)CC2)C1 (centres undefined) | -0.2 | -0.4 | -7 | -3 | -5 | -1 | -1 | 0 | 98 | 1
CN(C)/C=N/C(=S)Nc1ccc(Cl)cc1Cl | -0.6 | -1.7 | 9 | 0 | -6 | -2 | -1 | -6 | 102 | -4
COc1ccc(C#Cc2cccc(-c3nc(C(=O)N4CCN(C)CC4)cc4c3[C@H](CCO)N(S(=O)C(C)(C)C)C4)c2)cc1OC (some centres undefined) | -0.1 | 4.4 | nt | nt | -8 | 3 | -1 | 1 | 93 | -4
CCC(=O)Nc1sc(C(=O)N2CCCCC2)c(C)c1C#N | -0.2 | -1.0 | 2 | -1 | -7 | -4 | 0 | 3 | 97 | -1
CC(C)c1ccc(N(C(=O)c2ccco2)C(C(=O)NC2CCCC2)c2ccncc2)cc1 (centres undefined) | 0.0 | -0.3 | 7 | 4 | -3 | -2 | 0 | -2 | 100 | 3
Cn1c(=O)c2c(nc(CN3CCN(C(=O)c4ccco4)CC3)n2Cc2ccc(F)cc2)n(C)c1=O | 0.1 | 3.4 | -10 | 4 | -9 | 18 | 2 | 2 | 94 | -2
CCO[C@@H]1OC(C(=O)NCc2nc3ccccc3[nH]2)=C[C@H](c2csc3ccccc23)[C@H]1CCCO | 0.1 | -1.4 | 9 | 1 | -12 | 9 | 0 | -6 | 84 | -2
Additional results
SMILES | aDG glyco up | hiPSC survival | PDI inh | Vif imaging | CaV13 FRET inh | H9c2 protect | Glyco luc inh | m5-HT2A agonist | ABCB6 inh 2 | Exocytosis inh
COc1ccc(/C=C2\SC(N3CCc4ccccc4C3)=NC2=O)cc1 | -0.2 | -0.1 | 5 | 15 | -2 | 1 | 1 | -2 | 109 | 12
COc1ccccc1CNc1nc2cc(-c3ccccc3C)sc2c(=O)n1C | 0.3 | 1.3 | 6 | -8 | -7 | -9 | 0 | 0 | 97 | 1
O=C(NCCO)/C(=C\c1ccc(Br)cc1)NC(=O)c1cccs1 | -0.2 | -2.1 | -6 | 9 | -8 | 11 | 1 | 2 | 99 | 9
O=[N+]([O-])c1cc([N+](=O)[O-])c(Oc2cccc(Cl)c2Cl)cc1NN1CCCCC1 | -0.2 | -1.8 | -1 | -5 | -10 | -8 | -7 | 3 | 97 | -5
Cc1cccc(-c2ccc3ncnc(NCc4cccs4)c3c2)c1 | 0.8 | -1.9 | -6 | -10 | -10 | -21 | -3 | -2 | 94 | 5
COc1ccc(OC)c(CNC(=O)c2nn(C)c3c2CS(=O)(=O)c2ccccc2-3)c1 | 0.0 | -0.5 | 3 | 4 | -3 | 14 | 0 | 6 | 95 | -1

Structures above marked active in Vif imaging:
Structure,aDG glyco up,PDI inh,Vif imaging,CaV13 FRET inh,Glyco luc inh,m5-HT2A agonist,ABCB6 inh 2,Exocytosis inh
Cc1ccc2oc(=O)c(/C=C(\O)c3cccs3)nc2c1,0.2,3,89*,-37,-1,-3,107,-6

Assay outcomes: PubChem, several laboratories
